Screening data: PubChem, several laboratories
cardiac RTF act – cardiac RTF calcium sensitivity activators, primary screen, biochemical, IANBD-TnC fluorescence, EC20 calcium; Troponin I, cardiac muscle (Homo sapiens) + Troponin T, cardiac muscle (Homo sapiens) + …; IANBD-labeled TnC RTF fluorescence at EC20 calcium; 0% EC20 calcium, 100% full calcium; activation, % at 7.2 µM; hit rate 0.24% among 340,000; AID 493008, 2010;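 active means activation above the mean over all tested compounds plus 3 SD, cut at about 30% in these data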;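 further: rise in fluorescence read as greater calcium sensitivity of cardiac thin filaments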
Rtt109 Vps75 – inhibitors of C. albicans Rtt109/Vps75 HAT, primary screen, biochemical, ThioGlo CoA-SH fluorescence, plate reader | Histone acetyltransferase RTT109 (Candida albicans (strain SC5314 / ATCC MYA-2876)), … | purified Rtt109/Vps75, 4 h | inhibition, % at 34.9 µM | hit rate 0.16% among 330,000;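 active means inhibition of at least 50% in every replicate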
SR-BI DiI-HDL act – activators of SR-BI mediated DiI-HDL uptake, primary screen, ldlA[mSR-BI] CHO cells, DiI fluorescence. hit rate 0.096% among 320,000. 3 h; 100 = double the neutral-control signal. activation, % at 12.5 µM;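 active means mean replicate activation of at least 60% and every replicate at or above 60%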;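 further: 0% = median plate neutral-control signal and 100% = twice that signal; values of inactives mirror those of a sister screen read the other way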
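System: CHO ldlA[mSR-BI] cells / Medium: HEPES-buffered (25 mM, pH 7.4) F12 plus 0.5% BSA / Probe or stimulus: labelled HDL, 10 µg/mL / Doses: single compound concentration, delivered by pin transfer / Schedule: 3 h, 37 °C / Measured by: DiI fluorescence, bottom read / Measure: cell-associated DiI fluorescence as measure of HDL uptake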
Wnt bcat act – Wnt/beta-catenin pathway activators, primary screen, cell-based, plate reader, single point. Wnt/beta-catenin reporter cell assay, activator. activation, % at 9.35 µM. hit rate 1.2% among 300,000. AID 743398, 2014; in the data active means activation above about 30%, passing the limit was not always enough;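 further: 0% = neutral control wells and 100% = positive control wells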
CDK5 p35 inh – inhibitors of human CDK5/p35 kinase, primary screen, biochemical, single concentration. Recombinant CDK5/p35, ADP-Glo luminescence, 60 min. hit rate 0.01% among 330,000. Cyclin-dependent kinase 5 (Homo sapiens) + Cyclin-dependent kinase 5 activator 1 (Homo …. AID 488839, 2010. inhibition, % at 10 µM;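 active means highest replicate inhibition of at least 50% and at least 75% of replicates reaching 50%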;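 further: plate controls were DMSO neutral control for no effect and GW8510 at 10 µM for full effect; many of its hits are not listed in these tables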
Target sequence (Q00535 whole entry, looked up): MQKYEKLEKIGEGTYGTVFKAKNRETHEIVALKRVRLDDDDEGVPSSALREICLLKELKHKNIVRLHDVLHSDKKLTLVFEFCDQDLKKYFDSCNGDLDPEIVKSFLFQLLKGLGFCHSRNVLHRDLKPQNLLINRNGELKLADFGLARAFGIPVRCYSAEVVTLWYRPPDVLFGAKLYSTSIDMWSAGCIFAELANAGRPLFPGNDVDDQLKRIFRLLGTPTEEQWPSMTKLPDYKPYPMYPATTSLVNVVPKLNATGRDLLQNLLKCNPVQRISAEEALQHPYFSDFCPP
Target sequence (Q15078 whole entry, looked up): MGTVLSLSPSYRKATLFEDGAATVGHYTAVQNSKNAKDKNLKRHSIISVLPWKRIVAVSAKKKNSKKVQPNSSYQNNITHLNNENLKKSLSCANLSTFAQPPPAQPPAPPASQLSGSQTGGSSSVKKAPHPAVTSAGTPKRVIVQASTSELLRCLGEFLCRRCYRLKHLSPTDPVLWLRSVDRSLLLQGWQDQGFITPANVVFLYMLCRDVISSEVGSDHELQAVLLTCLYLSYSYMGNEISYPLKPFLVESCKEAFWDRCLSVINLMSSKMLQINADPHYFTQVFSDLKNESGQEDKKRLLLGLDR
dFosB act – activators of delta FosB homodimer, primary screen, biochemical, fluorescence polarization, TAMRA-CDK5 oligo, single point. Protein FosB (Mus musculus), P13346. purified delta FosB; percent of positive-control signal above neutral wells. activation, % at 25 µM. hit rate 0.99% among 340,000;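 active means mean activation above about 17%, with every replicate also reaching it, limit read from the data, passing the limit was not always enough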;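 further: fluorescence polarization rise as delta FosB binds a TAMRA Cdk5 AP-1 oligo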
Target sequence (P13346 whole entry, looked up): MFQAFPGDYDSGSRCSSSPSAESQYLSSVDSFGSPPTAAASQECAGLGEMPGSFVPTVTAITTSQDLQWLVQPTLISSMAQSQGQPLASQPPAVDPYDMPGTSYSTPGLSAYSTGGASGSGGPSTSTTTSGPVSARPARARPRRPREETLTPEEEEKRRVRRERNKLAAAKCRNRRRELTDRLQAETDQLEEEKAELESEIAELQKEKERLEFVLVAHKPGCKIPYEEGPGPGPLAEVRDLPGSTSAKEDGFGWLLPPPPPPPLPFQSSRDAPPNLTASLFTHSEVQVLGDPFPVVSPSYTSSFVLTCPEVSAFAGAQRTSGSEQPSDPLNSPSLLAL
HTR5A ag – HTR5A agonists in luminescence cell assay, primary screen, counter-screen for OPRM1-OPRD1 heterodimer agonist project, full-deck HTS; 5-hydroxytryptamine receptor 5A (Homo sapiens), P47898; cell-based; activation, % at 9.3 µM; hit rate 0.61% among 340,000; AID 504692, 2011; in the data active means activation mostly above about 9.5%, no sharp cut-off; inactive means mostly below about 7.6%;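 further: 0% = cells with vehicle only and 100% = reference agonist; strong numbers were not always called active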
MITF TRPM1 HTS – activators of MITF-driven TRPM1 promoter reporter, primary screen, cell-based, SK-MEL-5, luciferase, single point; SK-MEL-5 TRPM1-promoter luciferase, 24 h; % of positive control, neutral wells = 0; activation, % at 12.5 µM; hit rate 0.75% among 300,000; AID 588334, 2011;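 active means mean activation of at least 80% with every replicate also reaching 80%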;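 further: 0% = neutral control wells and 100% = parthenolide positive control wells; values of inactives mirror those of a sister screen read the other way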
SR-BI HDL uptake – inhibitors of SR-BI mediated HDL lipid uptake, primary screen, ldlA[mSR-BI] cells, fluorescence, single point | Scavenger receptor class B member 1 (Mus musculus), Q61009 | ldlA[mSR-BI] CHO cells, DiI-HDL uptake fluorescence, 3 h | inhibition, % at 12.5 µM | hit rate 0.96% among 320,000;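 active means mean replicate inhibition of at least 70% and a set share of replicates each scoring 70 or more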;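 further: 0% = median of neutral control wells and 100% = median of positive control wells; values of inactives mirror those of a sister screen read the other way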
PvdQ acylase – P. aeruginosa PvdQ acylase inhibitors, primary screen, biochemical, fluorescence, plate reader and imaging, single point | PvdQ acylase [Pseudomonas aeruginosa LESB58] | purified PvdQ acylase | inhibition, % at 10 µM | hit rate 0.063% among 340,000 | AID 488965, 2010; in the data active means inhibition above about 30%, passing the limit was not always enough;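 further: 0% = vehicle neutral wells and 100% = reference inhibitor wells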
* hit, by the source's call; nt = no result given.

Results follow in this order: cardiac RTF act	Rtt109 Vps75	SR-BI DiI-HDL act	Wnt bcat act	CDK5 p35 inh	dFosB act	HTR5A ag	MITF TRPM1 HTS	SR-BI HDL uptake	PvdQ acylase
- Cc1ccc(C(=O)NCCCNC(=O)c2ccc(C)nc2)cc1
→ -2	-6	14	-1	1.1	-5	7	11	-14	-17
- Clc1ccc2nc(N3CCN(c4ccccc4)CC3)sc2c1
→ -4	-1	-19	nt	0.3	-5	6	nt	19	-15
- Oc1ccc(N2CCN(C(c3cccnc3)c3nnnn3Cc3ccccc3)CC2)cc1 (stereo not drawn)
→ 8	1	15	nt	2.6	-7	5	-18	-15	-24
- CCc1nnc(NS(=O)(=O)c2ccc(NCc3cc(Cl)cc(Cl)c3O)cc2)s1
→ -1	7	17	3	-1.6	-11	-2	-11	-17	-14
- CCOC(=O)c1nnn(-c2nonc2N)c1CN(C)C1CCCCC1
→ -1	9	-6	-1	0.3	-6	5	nt	6	-15
- Cc1cc(C)c(NC(=O)COC(=O)/C=C/c2cccc(C(F)(F)F)c2)c(C)c1
→ -3	5	9	nt	1.1	-7	2	-5	-9	-7
- COc1cccc(-c2nc(CS(=O)(=O)CC(=O)Nc3ccc(F)cc3F)c(C)o2)c1
→ -1	-6	-40	0	-0.1	-20	-2	-10	40	-7
- COc1ccc(C2OC(=O)CC2C(=O)NC(C)C)cc1 (stereo not drawn)
→ -2	1	9	nt	-11	-8	5	5	-9	-19
- CC(=O)N1CC2(NC(=O)c3ccccc3N2)c2ccccc21 (stereo not drawn)
→ -2	-21	17	-2	-0.5	4	-5	2	-18	-4
- COc1ccc(-c2cc(C)no2)cc1S(=O)(=O)N1CC(=O)Nc2ccccc21
→ -4	-4	-11	0	1.1	-9	-1	-12	11	2
- COC(=O)c1sc(N)c(C(=O)OC)c1COC(=O)CNS(=O)(=O)c1ccc(C)cc1
→ 1	-1	-26	nt	0.1	-4	1	-4	26	2
- O=c1[nH]c(C2CCN(S(=O)(=O)Cc3ccccc3)CC2)nc2c1nnn2Cc1cccc(Cl)c1
→ -2	16	nt	-3	-0.4	-8	14*	14	nt	-7
- Cc1onc(-c2ccccc2)c1-c1n[nH]c(=S)n1-c1ccccc1Cl
→ 9	-2	20	0	-0.5	-9	-2	-10	-20	-18
- c1ccc(-c2ccccc2OCCCN2CCOCC2)cc1
→ -6	nt	7	-4	-1.3	0	-2	8	-7	-2
- Cc1cccc2sc(NNC(=O)c3cc(-c4cccs4)nc4ccccc34)nc12
→ -2	-5	-72	3	2.1	-9	3	-35	72*	-8
- CCCCCn1nc(C)c(/C=N/NC(=O)c2ccoc2C)c1C
→ 7	5	-37	nt	0.0	-11	6	51	37	-10
- COc1ccc2c(c1)-c1nc(NC(=O)c3cccs3)sc1CC2
→ 0	4	-79	nt	0.3	0	1	20	79*	5
- COc1ccc(N2CCN(C(C)C(=O)N3CCCC3)CC2)cc1 (stereo not drawn)
→ -3	-22	5	0	-0.7	-2	-1	0	-5	-14
- COc1cccc(C2=CC(=O)C[C@H](c3ccc4c(c3)OCO4)C2)c1OC
→ -2	0	-3	nt	-1.0	-8	1	57	3	-11
- CC1CN(S(=O)(=O)c2cccc(C(=O)Nc3ccccc3N3CCCC3)c2)CC(C)O1 (stereo not drawn)
→ -17	22	-13	5	-3.1	-7	2	-12	13	7
- CCn1c(=S)sc2c(=O)n(CC(=O)Nc3cccc(Br)c3)c(C)nc21
→ 0	-2	-16	-1	0.8	5	4	4	16	-3
- Cc1ccc(OCC(O)CNCc2ccc(F)cc2)cc1 (stereo not drawn)
→ 1	4	10	1	-0.4	-1	2	6	-10	-3
- N/C(=N/O)C(c1ccccc1)c1ccccc1
→ 1	-1	-9	11	0.4	0	6	-4	9	-8
- [S-]c1nnc(-c2ccc(Br)cc2)n1-c1ccccc1.[Zn+2]
→ -4	-17	13	2	0.2	0	3	-5	-13	-3
- Cc1nn(C)c(Cl)c1C(=O)NCC(=O)Nc1ccc(C(C)C)cc1
→ 0	-3	-10	-1	5.4	-6	1	5	10	4
- CCN=c1scc(C)n1/N=C/c1ccc(O)c(O)c1O
→ -3	1	7	9	3.6	-11	0	nt	-7	15
- O=[N+]([O-])c1ccc(O)c(CN2CCCCCC2)c1
→ -1	4	15	3	1.5	3	0	nt	-15	7
- CCCCN1CC(COC)Oc2cccc(F)c2S1(=O)=O (stereo not drawn)
→ -7	-5	9	-2	0.7	2	-4	-4	-9	-2
- COc1ccc(C(=O)N/N=C(/C)c2cccc(NC(=O)C(F)(F)F)c2)cc1
→ -4	-3	-20	25	0.3	-5	7	36	20	0
- Cc1ccc(Nc2nnc(SCc3cc(=O)n4cc(C)ccc4n3)s2)cc1
→ 1	0	23	0	-1.8	2	0	9	-23	-14
- COC(=O)C1=C(C(=O)OC)[C@@H]2N(C)c3ccc(OC)cc3[C@@]23C[C@@H](C(=O)OC)N=C3N1
→ 2	0	14	-1	0.8	-1	3	-1	-14	-6
- COc1ccc(NC(=S)N(Cc2ccc(C(=O)O)cc2)Cc2ccc(OC)c(OC)c2)cc1
→ -3	11	14	-2	-0.8	1	0	0	-14	-6
- Cc1ccc(NC(=O)CN(C)S(=O)(=O)c2cccc3nsnc23)cc1
→ -4	4	13	nt	0.9	2	7	-8	-13	-10
- Cn1c(NC(=O)c2ccc(Cl)s2)cc(=O)n(C)c1=O
→ 0	-2	-5	nt	-1.5	-1	-6	nt	5	-11
- Cc1ccc(-c2cc(C(=O)Nc3ccc(S(=O)(=O)Nc4nccs4)cc3)c3ccccc3n2)c(C)c1
→ -14	-20	-2	nt	0.7	-7	-1	0	2	-9
- COC(=O)c1[nH]c(C)c(/C(O)=C2\C(=O)C(=O)N(CCN(C)C)C2c2cccc(OC)c2OC)c1C (stereo not drawn)
→ -4	7	9	-2	-0.4	8	4	-4	-9	-5
- O=C(Nc1ccccc1F)c1ccc(COc2ccc(Cl)cc2Cl)o1
→ 0	-9	13	nt	0.2	-5	-1	nt	-13	-4
- COc1cc(NC(=O)[C@@H]2CCCN2S(=O)(=O)c2cccc3cccnc23)cc(OC)c1OC
→ 16	-2	9	-1	-0.1	-1	-4	-6	-9	-4
- Cc1cccc(Cc2cnc(N3C(=N)SC(c4ccccc4)C3=O)s2)c1 (stereo not drawn)
→ -5	-5	0	-3	1.1	-16	5	-2	0	-10
- N/C(=N\OC(=O)c1ccc(Cl)cc1[N+](=O)[O-])c1ccccn1
→ 1	7	5	21	1.7	-4	26*	49	-5	11
- CCCCCOc1ccc(C(=O)NC(CCC)C(=O)O)cc1 (stereo not drawn)
→ -4	2	nt	nt	0.7	1	1	-6	9	-13
- COc1ccc2c(c1)C(=O)CC(c1ccccc1F)O2 (stereo not drawn)
→ 1	7	8	2	-1.4	3	-2	36	24	17
- Cc1ccc(CS(=O)(=O)Cc2ccc(C(=O)NCCc3ccccc3)o2)cc1
→ -1	-2	-9	2	nt	-2	0	0	9	-5
- COc1ccc(NS(=O)(=O)c2ccc(O)c(C(=O)OCC(=O)N3CC(C)OC(C)C3)c2)cc1 (stereo not drawn)
→ 1	0	-10	nt	-0.8	-9	-3	nt	10	-10
- CC1CN=C(NC(=O)c2cccc([N+](=O)[O-])c2)S1 (stereo not drawn)
→ -6	-1	28	-1	1.6	-3	-2	14	-28	3
- OCC[C@@H]1C[C@@H](O)[C@H](O)[C@]2(CCCc3ccccc3O2)O1
→ -2	4	13	-2	-2.1	7	-11	35	-13	-3
- COCCn1c(SCC(=O)NC(=O)NCc2ccccc2)nc2ccccc2c1=O
→ -1	5	-4	-2	1.9	-4	6	2	4	4
- COc1ccc(-c2cc(C(=O)OC3CCOC3=O)c3ccccc3n2)cc1 (stereo not drawn)
→ -2	-6	23	nt	3.7	-22	5	nt	-23	1
- CCOc1ccc(C(=O)NCC2CCN(CC3CCCCC3)CC2)cc1
→ 7	15	4	-1	0.6	-7	-4	5	-4	7
- CS(=O)(=O)Nc1ccc(C(=O)N2CC(=O)Nc3ccccc32)cc1
→ 5	-2	1	-2	-0.3	-5	5	9	-1	-17
- O=C(Nc1c(C(=O)O)[nH]c2ccccc12)c1cccc(C(F)(F)F)c1
→ -5	1	-8	-3	-2.8	-5	-4	-9	8	6
- CCOc1ccccc1NC(=O)Cn1nnc(C(=O)NCc2cccs2)c1N
→ -4	-2	-23	-10	-1.1	29*	-2	-45	23	-5
- Cc1nc2c(=O)n(C)c(=O)[nH]c2n1Cc1ccccc1
→ 0	-18	7	nt	0.7	5	-4	nt	-7	11
- COc1ccc2c(c1)CC(C(=O)Nc1ccc(Cl)cc1)/C(=N/O)O2 (stereo not drawn)
→ 8	9	-6	2	-2.0	13	-2	4	6	-8
- CCOCCCNC(=O)c1ccc(Cn2c(=S)[nH]c3c([nH]c4ccc(OC)cc43)c2=O)cc1
→ -2	2	0	2	0.1	-1	0	1	0	9
- O=C(NCCc1csc(-c2cccnc2)n1)c1cccs1
→ 6	-6	-11	0	-0.4	-3	5	nt	11	-5
- C=CCNC(=O)C1CC(=O)N(c2ccc(OCC(=O)Nc3ccc(OC)cc3)cc2)C1 (stereo not drawn)
→ 1	-6	-7	nt	3.1	-4	7	nt	7	-17
- CCCOC(=O)c1ccc(NC(=O)CCOc2ccccc2)cc1
→ 0	3	-5	nt	1.3	-4	2	nt	5	0
- Cc1cc(-c2ccccc2)c(C#N)c(=S)[nH]1
→ 0	-3	24	-3	-0.1	-6	4	-2	-24	-5
- N/C(CCS(=O)(=O)c1ccc(Cl)cc1)=N\OC(=O)c1ccc(Cl)cc1
→ -5	-6	20	-2	0.2	-1	1	nt	-20	-4

Next entries follow:
Results follow in this order: cardiac RTF act	Rtt109 Vps75	SR-BI DiI-HDL act	Wnt bcat act	CDK5 p35 inh	dFosB act	HTR5A ag	MITF TRPM1 HTS	SR-BI HDL uptake	PvdQ acylase
- COc1ccc(CCNC(=O)C(C)OC(=O)c2ccco2)cc1OC (stereo not drawn)
→ 1	10	4	-4	-1.3	-5	-3	nt	-4	5
- O=C(CN1C(=O)CC(c2ccccc2)=Nc2ccccc21)NCc1ccccc1
→ 6	1	-10	nt	-1.0	-6	0	-7	10	6
- O=[N+]([O-])c1ccc2[nH]c(O)c(N=Nc3ccc(F)cc3)c2c1
→ 1	1	-16	-2	0.4	-1	2	nt	16	-15
- CC(OC(=O)c1ccc2ncsc2c1)C(=O)Nc1cccc(Cl)c1 (stereo not drawn)
→ -3	3	9	0	-0.1	-3	0	4	-9	-2
